GLP1R ag: agonists of human GLP-1 receptor. HEK293 GLP-1R CRE-luciferase, luminescence, 4-6 h; cells express a hypersensitive GLP-1R form. Potency, µM (doses to about 45.6 µM), for the others: top-dose activation, most hits filed as activators. hit rate 0.007% among 380,000. AID 624172; further: potency means the concentration at half of the fitted maximal effect; % of control where 0% means no effect
DRD3 antagonist: D3 dopamine receptor (human) antagonism. AID 652054. D3R cells, DiscoveRx beta-arrestin luminescence, antagonist mode; stronger effect = lower value. max response, negative = inhibition, %. hit rate 2.5% among 360,000; in the data active means max response below about -50%; inconclusive means no clear call, values can overlap the other calls; further: on the % scale 0 is the no-effect control and ±100 the full control effect; mostly tested at two doses, the higher about 12 µM
Target sequence (P35462 whole entry, looked up): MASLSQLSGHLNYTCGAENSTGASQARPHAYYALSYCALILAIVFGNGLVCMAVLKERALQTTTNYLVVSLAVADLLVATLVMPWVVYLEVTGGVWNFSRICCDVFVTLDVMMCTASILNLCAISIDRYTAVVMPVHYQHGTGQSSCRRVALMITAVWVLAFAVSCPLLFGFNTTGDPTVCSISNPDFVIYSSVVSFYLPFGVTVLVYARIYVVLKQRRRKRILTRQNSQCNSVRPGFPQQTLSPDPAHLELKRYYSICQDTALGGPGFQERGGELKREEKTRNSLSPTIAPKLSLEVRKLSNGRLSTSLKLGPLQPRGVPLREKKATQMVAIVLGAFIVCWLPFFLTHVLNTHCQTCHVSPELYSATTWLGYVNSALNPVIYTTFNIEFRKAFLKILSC
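Cells expressing the human receptor were seeded at 1500 cells/well, incubated overnight at 37 degrees C in 5% CO2, then exposed to library compounds with dopamine controls for 90 minutes at 37 degrees C before luminescent detection.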
aSyn rescue: rescues yeast growth from alpha-synuclein toxicity | Yeast expressing alpha-synuclein, growth rescue, BacTiter-Glo, 24 h | hit rate 0.14% among 370,000 | Potency, µM (doses to about 46.1 µM), for inactives: at the top dose growth rescue (activation), actives largely listed as activators; further: potency means the concentration at half of the fitted maximal effect; % of control where 0% means no effect; nearly all actives have a fitted effect of over 65% in size
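Galactose-induced alpha-syn yeast (OD600=0.02, raffinose-pregrown) + pinned cpd, 24 hr, 30 deg C; growth by BacTiter-Glo luminescence. Growth restoration scores as activation.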
TDP43 rescue: inhibitors of TDP-43 toxicity in yeast | TDP-43 expressing yeast growth rescue, BacTiter-Glo, 24 h | Potency, µM (titrated, usually from 46.1 µM), without a hit: at the top dose growth rescue (activation), actives largely listed as activators | hit rate 1.8% among 410,000; further: potency means the concentration at half of the fitted maximal effect; % of control where 0% means no effect; nearly all actives have a fitted effect of over 50% in size
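Yeast expressing TDP-43 (pregrown in raffinose, seeded at OD600=0.02 in galactose medium) exposed to compounds 24 hr at 30 deg C. Growth read by BacTiter-Glo luminescence; rescue of toxicity appears as increased signal.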
DRD3 agonist: agonists of human D3 dopamine receptor. D3R DiscoveRx beta-arrestin cells, luminescence, 90 min. max activation, %. hit rate 0.58% among 410,000. P35462; in the data active means max activation above about 30%; further: 0% is about no effect; mostly tested at two doses, the higher about 12 µM
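Cells at 1500/well, incubated overnight, then treated with pinned compounds (dopamine as control) for 90 min at 37 degrees C. DiscoveRx reagent added for 30 - 60 minutes at room temperature; luminescence read.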
GLP1R cytotox: cytotoxicity counter-screen for GLP-1 receptor inverse agonists; HEK293 cAMP-luciferase reporter cells, luminescence, 24 h; AID 624418; Potency, µM (series often up to 38.3 µM), for inactives: at the highest dose activity change, negative = inhibition, usual class: inhibitors; hit rate 0.13% among 410,000;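 further: loss of luciferase light is scored as toxicity; potency means the concentration at half of the fitted maximal effect; on the % scale 0 is the no-effect control and ±100 the full control effect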
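Quantitative HTS format, 1536 wells, 200 cells/uL seeded. Compounds: 23 nL, 24 h, 37 °C. Detection: luciferase reagent, luminescence at 12 min RT; decreased signal taken as cytotoxic.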
KB-V1 cytotox: KB-V1 MDR subline cytotoxicity; KB-V1 MDR cells viability, CellTiter-Glo, 72 h; Potency, µM (highest dose often 46.1 µM), inactives show at the top dose activity change, negative = cytotoxicity, most hits filed as cytotoxic; hit rate 3.4% among 400,000; further: potency means the concentration at half of the fitted maximal effect; on the % scale 0 is the no-effect control and ±100 the full control effect; nearly all actives have a fitted effect of over 60% in size
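Compound-treated KB-V1 multidrug-resistant cells, 72 h, 37 degrees C; viability by CellTiter-Glo. Fitted qHTS curves give the values.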
PTHR1 ag: PTHR1 (human) receptor agonism. HEK293 GP2 PTHR1 cells, GloSensor cAMP luminescence, 1 h. Potency, µM (highest dose often 115 µM), for inactives: top-dose activation, usual class: activators. hit rate 0.075% among 410,000. AID 743266; further: potency means the concentration at half of the fitted maximal effect; nearly all actives have a fitted effect of over 55% in size; some results filed as inactive show a strong effect at the top dose; inactives centre near -15; many of its hits are not listed in these tables
Target sequence (Q03431 whole entry, looked up): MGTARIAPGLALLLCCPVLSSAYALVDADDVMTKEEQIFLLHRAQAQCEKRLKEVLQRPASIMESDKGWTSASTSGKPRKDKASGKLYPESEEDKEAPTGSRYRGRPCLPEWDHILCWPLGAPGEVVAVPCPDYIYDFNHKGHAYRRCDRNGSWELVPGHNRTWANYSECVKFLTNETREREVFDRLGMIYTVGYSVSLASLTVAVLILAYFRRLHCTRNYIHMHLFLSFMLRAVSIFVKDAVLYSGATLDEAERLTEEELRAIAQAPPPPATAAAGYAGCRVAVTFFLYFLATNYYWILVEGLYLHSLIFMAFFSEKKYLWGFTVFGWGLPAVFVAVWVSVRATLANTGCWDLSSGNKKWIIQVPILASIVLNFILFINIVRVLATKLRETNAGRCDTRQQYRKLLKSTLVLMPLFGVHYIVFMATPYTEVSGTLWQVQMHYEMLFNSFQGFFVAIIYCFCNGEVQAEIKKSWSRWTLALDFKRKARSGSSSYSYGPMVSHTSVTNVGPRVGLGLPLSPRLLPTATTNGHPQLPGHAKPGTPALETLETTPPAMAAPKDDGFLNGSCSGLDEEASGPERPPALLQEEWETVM
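HEK-293-derived GP2 cells expressing PTHR1 and a GloSensor cAMP reporter, 3,000/well, plated overnight, given luciferin plus IBMX (each 0.5 mM as added) for 1 h at 37 °C, then compound for 1 h at 37 °C. Luminescence was read after 15 min at room temperature.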
GLP-1R inv ag: inverse agonists of human GLP-1 receptor; HEK293 GLP-1R CRE-luciferase, luminescence, 24 h; GLP-1R form is constitutively active; hit rate 1.6% among 410,000; Potency, µM (doses to about 38.3 µM), without a hit: top-dose activity change, negative = inhibition, usual class: inhibitors; AID 624417; further: potency means the concentration at half of the fitted maximal effect; on the % scale 0 is the no-effect control and ±100 the full control effect; nearly all actives have a fitted effect of over 55% in size
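qHTS in 1536-well format: reporter HEK293 cells expressing constitutive GLP-1R activity in DMEM + 10% Nu serum, 24 hr with compounds at 37 deg C, luminescence read after 12 min with detection reagent.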
* = called active by the depositor; i = inactive; u = inconclusive; x = no result given; [ ] = dose if it differs, or a comment. Unless noted, the call rests on the fitted dose curve; in most records, active means well fitted curve in the direction sought with a large enough effect; inconclusive means small, poorly fitted or top-dose-only effect, or another doubt; inactive means no such curve, though single readings can be large; an effect the other way counts as inactive or inconclusive.

smiles	GLP1R ag	DRD3 antagonist	aSyn rescue	TDP43 rescue	DRD3 agonist	GLP1R cytotox	KB-V1 cytotox	PTHR1 ag	GLP-1R inv ag
Cc1cccc(OCc2nc3ccccc3n2C)c1	7%	0	3%	-27%	0	4%	-2%	-4%	-9%
COc1cc(/C=N/N=C2/C(=O)Nc3ccccc32)cc(OC)c1O	0%	-84*	5%	15%	-25	u	u	-18%	15%
COc1ccc(OC)c(CN2CCC(C(=O)N(C)CCc3ccc(OC)c(OC)c3)CC2)c1	14%	0	-13%	0%	-1	-11%	0%	-14%	13%
COC(=O)[C@]12CCCCC=C1N(CCC1=CCCCC1)C(=O)[C@H](CC(=O)NCCc1ccccc1OC)C2	0%	27	18%	u	2	-15%	-15%	-51%[inhibitor]	u
CCOC(=O)N1CCN(S(=O)(=O)c2ccc3[nH]c(=O)sc3c2)CC1	-10%	38	-8%	4%	3	-8%	-9%	i	-14%
CC(C)(C)N(CC#CCC(O)(c1ccccc1)C1CCCC1)CCO (stereo not drawn)	-2%	12	1%	9%	-5	u	-26%	-16%	u
Cc1nnc(SCCn2c(N3CCCCCC3)nc3c2c(=O)[nH]c(=O)n3C)s1	11%	10	0%	-6%	3	-21%	-11%	-15%	16%
Nn1c(SCC(=O)NCCCc2ccccc2)nnc1-c1cccnc1	9%	-5	-3%	10%	3	8%	20%	i	21%
COc1ccc(-n2nc3c(c2NC(=O)C24CC5CC(CC(C5)C2)C4)CS(=O)C3)cc1 (stereo not drawn)	-1%	-56*	-4%	9%	-3	-2%	8%	-20%	-2%
N#Cc1ccc(C(=O)Nc2cccc(S(=O)(=O)NC3=NCCC3)c2)cc1	6%	3	-5%	-9%	3	-25%	-10%	-4%	-6%
Cc1cc(C(=O)NCCc2ccc(S(N)(=O)=O)cc2)c(C)o1	8%	-12	-5%	-34%[inhibitor]	-3	-4%	21%	-12%	-1%
CN1CCc2c(sc3c2C(=O)NC(c2ccccn2)N3)C1 (stereo not drawn)	-4%	-13	-15%	3%	3	99%[activator]	8%	i	-2%
COc1ccc(NC(=O)c2ccc3c(c2)N(C)CCS3)cc1	13%	-11	-5%	12%	-8	0%	-1%	-92%[inhibitor]	u
O=C(CN(C(=O)CCC(=O)Nc1ccccn1)c1cccc(F)c1)NCc1ccc(F)cc1	1%	0	5%	15%	32*	7%	-23%	i	-9%
CCOC(=O)C1=C(CC)Nc2ccccc2N=C1NC(=O)c1cccc(S(=O)(=O)N2CCCC2)c1	-2%	-6	-2%	-10%	-8	-3%	-13%	-55%[inhibitor][57.5 µM]	11%
COc1ccc(NC(=S)N2CCC(N(C)CC3CCCO3)CC2)cc1 (stereo not drawn)	2%	0	-2%	-1%	-12	5%	-1%	-21%	21%
CCCCCCSc1ccc(-c2nc3ccc(C)cn3c2NCCCC)cc1OC	-1%	5	-63%[inhibitor]	-93%[inhibitor]	4	-9%	21µM*	-16%	u
CC1(C(=O)NS(=O)(=O)Cc2cccc(Cl)c2)CCN1C(=O)C1(c2ccc(Cl)cc2)CC1 (stereo not drawn)	-2%	-30	-15%	u	-10	-13%	0%	i	u
Cc1c(CC(=O)NCCc2ccc(Cl)cc2)c(=O)oc2c(C)c3occ(C(C)(C)C)c3cc12	x	x	x	8%	15	-2%	x	i	4%
O=C(c1ccccc1)N1CCCCC(Cl)C1=O (stereo not drawn)	-3%	6	-3%	-12%	-1	4%	27%	i	-9%
COc1ccccc1-c1cc(C(F)(F)F)nc(S(=O)(=O)CCCC(=O)Nc2cc(C)ccc2O)n1	x	x	x	7%	-4	2%	u	i	10%
O=C(/C=C/c1cccs1)NC(=S)Nc1ccccc1	11%	-7	-11%	17%[9.22 µM]	-4	u	-14%	-7%	u
COc1cc(C(C)=O)ccc1OCC(O)CN1CCN(c2cc(C)cc(C)c2)CC1 (stereo not drawn)	7%	-56*	3%	1%	-11	-5%	-20%	-19%	u
COc1cc(C(=O)Oc2ccccc2/C=N/NC(=O)c2ccc(Cl)cc2Cl)cc(OC)c1OC	2%	-13	7%	-8%	-17	-35%	u	-18%[57.5 µM]	2.2µM*
c1ccc(-c2noc(C3CCC3)n2)nc1	-3%	-3	-3%	-17%	-15	16%	u	-9%	4%

Continuation.
Molecule	GLP1R ag	DRD3 antagonist	aSyn rescue	TDP43 rescue	DRD3 agonist	GLP1R cytotox	KB-V1 cytotox	PTHR1 ag	GLP-1R inv ag
CCCCN1C(=O)C(=Nc2cccc3cnccc23)c2ccccc21	6%	-10	-4%	2%	-9	-2%	u	-28%	0%
COc1ccc(NC(=O)c2ocnc2C)cc1OC	3%	27	1%	-5%	0	-3%	-15%	-3%[57.5 µM]	34%
CC(C)=CCC[C@](C)(O)C1CC[C@]2(C)C1[C@H](O)CC1[C@@]3(C)CC[C@H](O[C@@H]4O[C@H](CO)[C@@H](O)[C@H](O)[C@H]4O[C@@H]4O[C@H](CO)[C@@H](O)[C@H](O)[C@H]4O)C(C)(C)C3CC[C@]12C (stereo partly drawn)	10%	-61*	3%	9%	-19	40%[activator]	4%	-20%	0%
COc1ccc(C2=C(C)C(=O)N(Cc3ccc(C(=O)Nc4ccc(C)c(C)c4)cc3)S2(=O)=O)cc1	x	x	x	6%	-14	-1%	-7%	i	u
COC(=O)C1CCN(C(=O)/C=C/c2ccc(OC)cc2)CC1	-2%	4	-5%	12%	-1	-2%	2%	-37%[inhibitor]	6%
COC(=O)c1cccc(-n2nnnc2SCC(=O)Nc2nc3c(s2)CCCC3)c1	3%	0	16%	9%	-9	-18%	0%	u	u
O=C(NC1CCS(=O)(=O)C1)c1cccc(Br)c1 (stereo not drawn)	-9%	-14	-1%	-1%	-6	-8%	1%	i	7%
CSc1ccc(S(=O)(=O)NCCSC(C)(C)C)cc1	10%	14	6%	3%	5	-7%	-10%	-15%	0%
Cc1cccc(NC(=O)c2cc(-c3cc(Cl)ccc3O)n[nH]2)c1	8%	0	1%	2%	-14	-1%	-5%	i	16%
Cc1ccc(C2C=C(c3ccc(Cl)cc3)Nc3nc(NC(=O)c4ccco4)nn32)cc1 (stereo not drawn)	x	x	x	5%	-8	274%[activator]	u	-15%	u
Cc1cc2ncn(C3CC(=O)N(C)C3=O)c2cc1C (stereo not drawn)	-8%	0	-10%	0%	-4	6%	-9%	7%[57.5 µM]	0%
COc1ccc(OC)c(/C=N/N2CCN(c3ccc(Cl)cc3)CC2)c1	4%	-9	-5%	-7%	-1	19%	-21%	i	11%
COc1cc([N+](=O)[O-])ccc1NC(=S)Nc1cccc(C(=O)O)c1	-1%	-23	0%	u	-12	8%[1.53 µM]	4%	i	5%
Cc1ccc(-c2cc(C(=O)N3CCCC(C(F)(F)F)C3)c3ccccc3n2)o1 (stereo not drawn)	1%	3	-25%	-9%	1	24%	-5%	-12%	u
c1cncc(C(c2nnnn2C2CCCCC2)N2CCCCC2)c1 (stereo not drawn)	-1%	-23	-1%	-11%	-3	-15%	-23%	-49%[inhibitor]	-9%
COc1ccc(-c2csc(NC(=O)CN3C(=O)CCC3=O)n2)cc1	-1%	2	5%	18%	1	5%	-1%	-45%[inhibitor]	11%
O=C(O)c1cccc(S(=O)(=O)NCC2CCCO2)c1 (stereo not drawn)	-12%	6	-1%	6%	-2	0%	3%	-21%[57.5 µM]	23%

Given with two lines to a compound: part of the list above.
Under each structure – GLP1R ag | DRD3 antagonist | aSyn rescue | TDP43 rescue | DRD3 agonist | GLP1R cytotox | KB-V1 cytotox | PTHR1 ag | GLP-1R inv ag
- c1cncc(C(c2nnnn2C2CCCCC2)N2CCCCC2)c1 (stereo not drawn)
 : -1% | -23 | -1% | -11% | -3 | -15% | -23% | -49%[inhibitor] | -9%
- COc1ccc(-c2csc(NC(=O)CN3C(=O)CCC3=O)n2)cc1
 : -1% | 2 | 5% | 18% | 1 | 5% | -1% | -45%[inhibitor] | 11%
- COc1ccc(C2=C(C)C(=O)N(Cc3ccc(C(=O)Nc4ccc(C)c(C)c4)cc3)S2(=O)=O)cc1
 : x | x | x | 6% | -14 | -1% | -7% | i | u
- Cc1cccc(NC(=O)c2cc(-c3cc(Cl)ccc3O)n[nH]2)c1
 : 8% | 0 | 1% | 2% | -14 | -1% | -5% | i | 16%
- COC(=O)C1CCN(C(=O)/C=C/c2ccc(OC)cc2)CC1
 : -2% | 4 | -5% | 12% | -1 | -2% | 2% | -37%[inhibitor] | 6%
- COc1cc([N+](=O)[O-])ccc1NC(=S)Nc1cccc(C(=O)O)c1
 : -1% | -23 | 0% | u | -12 | 8%[1.53 µM] | 4% | i | 5%

Screening data from PubChem.

Only part of the results is shown, so the mix of outcomes need not match the whole.
